Mito fusion act: qHTS Assay for Small Molecule Inhibitors of Mitochondrial Division or Activators of Mitochondrial Fusion; S. cerevisiae fusion-defective mutant growth rescue, CellTiterGlo 48 h; Potency, µM (doses to about 46.1 µM), for the others: top-dose growth rescue (activation), actives largely listed as activators; 320,000 tested, 0.23% active; AID 485298, 2010;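 also: potency is read from the fitted curve at half-maximal effect; % of control where 0% means no effect; nearly all actives have a fitted effect of over 45% in size; temperature-sensitive fusion mutants such as fzo1-1 at 37 °C on non-fermentable ethanol glycerol medium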
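Temperature-sensitive fusion-defective S. cerevisiae (e.g. fzo1-1, mgm1-5) were grown with compound in YPEG medium (3% ethanol, 3% glycerol) for 48 hours at 37C. Growth rescue was measured as viability by CellTiterGlo luminescence after 10 minutes at ambient.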
Eya2 inh: qHTS Assay for Inhibitors of the Phosphatase Activity of Eya2; Protein phosphatase EYA2 (Homo sapiens), O00167; 330,000 tested, 0.006% active; Potency, µM (highest dose often 76.9 µM), inactives show top-dose activity, negative = inhibition, hits mostly inhibitors; AID 488837, 2010; recombinant Eya2, OMFP fluorescence dephosphorylation (OMFP is methylfluorescein phosphate); also: potency is read from the fitted curve at half-maximal effect; % is scaled to controls: 0 for no effect and ±100 for the full control effect
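Eya2 protein (added as 0.2 uM solution) was preincubated with compound for 10 min at ambient temperature in 50 mM HEPES pH 7.5, 50 mM NaCl, 5 uM MgCl2, 0.05% BSA, 1 mM DTT. OMFP (added at 50 uM) then reacted 10 min; fluorescence read at 485/525 nm.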
TCR act: Activators of T cell receptors: qHTS campaign | primary human leukocytes, anti-CD3, IL-2 HTRF, 48 h | Potency, µM (titrated, usually from 9.22 µM), inactives show at the highest dose activation of IL-2 secretion, usual class: activators | 330,000 tested, under 10 active; also: % of control where 0% means no effect
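Human primary leukocytes + a-CD3 beads + cpd, 48 hr; IL-2 in supernatant by HTRF (ex 320nm / em 665nm). No co-stimulatory signal supplied.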
ELG1 DNA repair: qHTS screen for small molecules that inhibit ELG1-dependent DNA repair in human embryonic kidney (HEK293T) cells expressing luciferase-tagged ELG1 | HEK293T ELG1-luciferase reporter, luminescence, 16 h; DNA damage induced by 5-fluorouridine | Potency, µM (highest dose often 46.1 µM), for inactives: at the top dose activity change, negative = inhibition, actives largely listed as inhibitors | 330,000 tested, 2.3% active; also: potency is read from the fitted curve at half-maximal effect; % is scaled to controls: 0 for no effect and ±100 for the full control effect; nearly all actives have a fitted effect of over 55% in size
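Reporter activity after DNA damage by 5-fluorouridine is monitored. Compound-treated cells incubate 16 hr at 37 °C, then ONE-Glo is added for 30 min before luminescence reading.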
BCR signal inh: qHTS Assay to Find Inhibitors of Chronic Active B-Cell Receptor Signaling; ABC-DLBCL IkBa-CBG/CBR reporter, luminescence ratio, 4 h; Potency, µM (doses to about 46.1 µM), without a hit: at the top dose ratio change, negative = lower green/red ratio, hits mostly inhibitors; 340,000 tested, 0.05% active; active = well fitted inhibition curve with a large enough effect in the signal ratio, with a control signal flat, not every such curve was filed as active; inconclusive = small, poorly fitted or top-dose-only effect, or effect the other way, or a change in a side signal; the % refers to the signal ratio;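 also: potency is read from the fitted curve at half-maximal effect; plate controls were basal doxycycline-induced cells for no effect and cells given 10 µM MG132 for full effect; MG132 reads +100%, hits lower the ratio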
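Doxycycline induced both beetle luciferases in TMD8 lymphoma cells; IKK-driven degradation limits the IkappaBalpha-fused green signal, while red luminescence normalises for cell number and nonspecific effects. Compounds tested up to 46 uM, 4 hrs.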
uPA surface inh: qHTS for Inhibitors of Cell Surface uPA Generation. 330,000 tested, 0.31% active. cell surface uPA generation assay, qHTS. Potency, µM (highest dose often 38.3 µM), without a hit: at the highest dose activity change, negative = inhibition, hits mostly inhibitors. AID 540303, 2011; active = well fitted inhibition curve with a large enough effect; inconclusive = small, poorly fitted or top-dose-only effect; inactive = no such curve, though single readings can be large or run the other way; tested in mouse RAW 264.7 cells; also: potency is read from the fitted curve at half-maximal effect; % is scaled to controls: 0 for no effect and ±100 for the full control effect; nearly all actives have a fitted effect of over 55% in size
TSG101-PTAP inh: qHTS Assay for Iinhibitors of HIV-1 Budding by Blocking the Interaction of PTAP/TSG101 | Tumor susceptibility gene 101 protein (Homo sapiens), Q99816 | Fluorescence polarization, FITC-PTAP peptide / Tsg101 binding | Potency, µM (series often up to 115 µM), for the others: top-dose activity change, negative = inhibition, most hits filed as inhibitors | 340,000 tested, under 10 active | AID 493005, 2010; active = well fitted inhibition curve with a large enough effect in the main read-out, with a control signal flat, not every such curve was filed as active; inconclusive = small, poorly fitted or top-dose-only effect, or effect the other way, or a change in a side signal; inactive = no such curve, though single readings can be large or run the other way; also: potency is read from the fitted curve at half-maximal effect; % of control where 0% means no effect
Target sequence (Q99816 whole entry, looked up): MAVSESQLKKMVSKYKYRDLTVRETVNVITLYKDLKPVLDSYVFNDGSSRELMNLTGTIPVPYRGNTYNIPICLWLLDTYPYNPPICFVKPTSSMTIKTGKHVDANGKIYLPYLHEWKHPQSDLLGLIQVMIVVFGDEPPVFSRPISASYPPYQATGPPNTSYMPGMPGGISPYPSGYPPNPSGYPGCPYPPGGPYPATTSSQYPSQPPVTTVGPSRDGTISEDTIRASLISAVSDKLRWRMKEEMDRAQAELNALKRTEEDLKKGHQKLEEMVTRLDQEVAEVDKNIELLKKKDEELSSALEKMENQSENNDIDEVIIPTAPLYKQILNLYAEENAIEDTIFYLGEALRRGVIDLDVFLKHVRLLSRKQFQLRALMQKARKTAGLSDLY
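Steps: Tsg101 binding domain dispensed (10 uM final), compounds pinned in DMSO, FITC-labeled PTAP-motif peptide added (50 nM final); after 20 min binding at room temperature, polarization measured.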
TSHR antagonist: Antagonists of the Thyroid Stimulating Hormone Receptor: HTS campaign; Thyrotropin receptor (Homo sapiens), P16473; TSHR-expressing cells, TSH-stimulated cAMP HTRF, 2 h; hits give low values; activity change, negative = inhibition, % at 11.5 µM; 330,000 tested, 0.2% active;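 active = activity change below a set negative limit, meaning inhibition stronger than a set level, cut at about -70% in these data; inconclusive = activity change between two set negative limits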; also: % is scaled to controls: 0 for no effect and ±100 for the full control effect
Target sequence (P16473 whole entry, looked up): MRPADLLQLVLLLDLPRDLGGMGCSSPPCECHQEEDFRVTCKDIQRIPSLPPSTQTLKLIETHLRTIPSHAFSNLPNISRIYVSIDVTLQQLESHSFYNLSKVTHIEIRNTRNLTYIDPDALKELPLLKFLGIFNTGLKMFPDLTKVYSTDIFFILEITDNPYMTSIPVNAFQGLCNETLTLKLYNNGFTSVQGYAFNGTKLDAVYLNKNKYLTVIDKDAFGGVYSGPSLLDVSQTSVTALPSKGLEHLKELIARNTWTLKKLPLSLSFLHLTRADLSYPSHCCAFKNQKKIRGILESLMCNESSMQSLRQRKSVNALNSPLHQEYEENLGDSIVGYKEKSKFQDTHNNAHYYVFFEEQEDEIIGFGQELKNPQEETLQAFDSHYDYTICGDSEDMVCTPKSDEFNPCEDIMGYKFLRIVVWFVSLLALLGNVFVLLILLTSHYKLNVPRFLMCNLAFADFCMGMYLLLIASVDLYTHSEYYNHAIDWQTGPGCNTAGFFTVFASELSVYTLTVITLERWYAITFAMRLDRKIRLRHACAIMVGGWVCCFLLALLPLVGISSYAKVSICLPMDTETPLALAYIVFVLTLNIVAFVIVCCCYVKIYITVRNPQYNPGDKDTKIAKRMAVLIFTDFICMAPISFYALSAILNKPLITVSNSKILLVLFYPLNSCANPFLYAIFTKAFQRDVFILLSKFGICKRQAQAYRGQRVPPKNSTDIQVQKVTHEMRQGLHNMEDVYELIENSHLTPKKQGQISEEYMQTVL
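TSHR-expressing cells, 200/well, pre-treated with compound, then stimulated with EC80 TSH (4nM final) for 2 hours at 37 deg C. cAMP measured by competitive HTRF: anti-cAMP cryptate antibody in lysis buffer plus cAMP-d2, read after 30 minutes at room temperature.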
Tb PFK block: qHTS Assay to Find Inhibitors of T. brucei phosphofructokinase. ATP-dependent 6-phosphofructokinase (Trypanosoma brucei brucei), O15648. T. brucei PFK, ADP-Glo luminescence. Potency, µM (titrated, usually from 57.5 µM), for inactives: at the highest dose activity, negative = inhibition, most hits filed as inhibitors. 330,000 tested, 0.17% active. AID 485367, 2010;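 also: potency is read from the fitted curve at half-maximal effect; 0% = uninhibited 1x PFK enzyme wells and -100% = no-enzyme wells; nearly all actives have a fitted effect of over 60% in size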
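1.25 nM PFK with 0.5 mM F6P and 0.1 mM ATP in 0.1 M TEA pH 8.0, 5 mM MgCl2, incubated 45 min at room temperature; ADP measured by ADP-Glo luminescence; compounds titrated up to 57 uM.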
USP2a block: qHTS Assay for Inhibitors of Ubiquitin-specific Protease USP2a Using CHOP2 as the Reporter; Ubiquitin carboxyl-terminal hydrolase 2 (Homo sapiens), O75604; USP2 core, Ub-CHOP2 coupled fluorogenic reporter, 485/531; Potency, µM (series often up to 38.3 µM), without a hit: at the highest dose activity change, negative = inhibition, hits mostly inhibitors; 330,000 tested, 0.01% active;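 also: potency is read from the fitted curve at half-maximal effect; plate controls were DMSO wells for no effect and full inhibition by NEM control for full effect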
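Deubiquitinase activity read as fluorescence (485/531 nm) after Ub-CHOP2 cleavage activates the enterokinase reporter on its substrate; USP2 core 10nM, Ub-CHOP2 and substrate 25nM each, 30min compound preincubation then 60min RT; data normalized to NEM, curves fitted.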
B2AR arrestin: qHTS assay of beta-arrestin-biased ligands of beta2-adrenergic receptor; Beta-2 adrenergic receptor (Homo sapiens), P07550; beta-arrestin recruitment to beta2AR, cell-based reporter; Potency, µM (top dose mostly 46.1 µM), for inactives: top-dose activation, hits mostly activators; 330,000 tested, 0.02% active;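 also: potency is read from the fitted curve at half-maximal effect; 0% = DMSO controls and full agonism = EC100 isoproterenol or metaproterenol; nearly all actives have a fitted effect of over 65% in size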
An asterisk follows results filed as active; ? = inconclusive; nt = not tested or not shown; [ ] = another dose, or the depositor's remark. Unless noted, calls follow the shape of the dose curve; as a rule, active = well fitted curve in the direction sought with a large enough effect; inconclusive = small, poorly fitted or top-dose-only effect, or another doubt; inactive = no such curve, though single readings can be large; an effect the other way counts as inactive or inconclusive. Rows were taken by chance. About 3% of those tested had a hit in this group.

SMILES	Mito fusion act	Eya2 inh	TCR act	ELG1 DNA repair	BCR signal inh	uPA surface inh	TSG101-PTAP inh	TSHR antagonist	Tb PFK block	USP2a block	B2AR arrestin
Cc1ccc2nc(NC(=O)CCNS(=O)(=O)c3cccs3)sc2c1	8%	12%	7%	?	?	1%	-3%	-5	-3%	-5%	-0.3%
CCOc1ccc(S(=O)(=O)n2nnc3ccccc32)cc1C	1%	-13%	-7%	-4%	0%	0%	-2%	-5	3%	0%	0.1%
CN1CCN(/N=C/c2c3ccccc3c(Cl)c3ccccc23)CC1	8%	12%	-5%	2%	?	4%	-6%	13	-1%	1%	0.2%
CN(Cc1ccccn1)Cc1nc(-c2ccc(Cl)cc2)no1	-2%	-5%	0%	?	?	-6%	0%	-3	-5%	0%	0.2%
COc1ccccc1N1CCN(CCCNC(=O)Nc2ccccc2)CC1	-6%	-1%	0%[46.1 µM]	-8%	-14%	2%	-4%	4	1%	1%	-0.9%
CCOC(=O)c1c(NC(=O)c2cc(C)oc2C)sc(C(=O)Nc2ccc(Cl)cc2)c1C	-1%	-4%	-6%	?	?	4%	-1%	0	4%	-1%	0.0%
CS(=O)(=O)N(Cc1ccc(Cl)cc1)c1ccc(C(=O)Nc2cccnc2)cc1	7%	-2%	2%	?	0%	nt	-4%	15	9%	2%	-2.9%
CN(C)/C=N/c1cnc(C(=O)c2ccc(Cl)cc2)n1C	2%	2%	-8%	?	-5%	-3%	-7%	8	-1%	0%	0.3%
COc1ccc(S(=O)(=O)N2CCOC2CNC(=O)C(=O)NCC(C)C)cc1 (stereo unspecified)	0%	-3%	-8%	-8%	-1%	21%	nt	-17	7%	1%	0.1%
CC(C)Oc1ccc(CNC(=O)CC(c2ccccc2)c2cc(Cl)ccc2O)cc1 (stereo unspecified)	-11%	-10%	-1%	?	8%	nt	-5%	-1	-3%	1%	0.5%
Cc1[nH]c2ccccc2c1C(=O)CN1CCSCC1	5%	0%	-3%	18%	?	1%	-2%	0	0%	0%	0.5%
CC(C(=O)Nc1ccccc1)N1CCN(C(=O)c2ccco2)CC1 (stereo unspecified)	-6%	13%	1%	-5%	-3%	0%	-5%	7	-9%	2%	0.0%
O=C(Cc1c(C(=O)O)[nH]c2ccccc12)NCCN1CCN(c2ccccc2F)CC1	2%	4%	1%	1%	8%	1%	-4%	-4	-1%	5%	-0.6%
CC1(C)C2CCC(C2)C1(C)NC(=O)CN1CCOCC1 (stereo unspecified)	10%	17%	0%	-2%	-1%	1%	-2%	14	-8%	1%	-1.1%
Cc1nnc(SCC(N)=O)n1CC1CCCO1 (stereo unspecified)	-3%	-14%	-7%	1%	-4%	-5%	-3%	1	2%	0%	0.0%
Cc1cccc(C(=O)NCCNC(=O)c2cnccn2)c1	0%	2%	5%	7%	?	5%	-3%	28	-8%	-2%	-0.1%
COc1ccc2[nH]c3c(c2c1)CCN1C(=O)C(CC(=O)NCc2ccco2)C[C@H](C(=O)N2CCOCC2)[C@@]31CCC1CCCC1 (stereo partly specified)	nt	-1%	-2%[46.1 µM]	3%	3%	5%	0%	-3	-6%	-1%	-0.4%
COc1ccc(C2CC(c3cccs3)=NN2C(=O)CCC(=O)O)cc1OC (stereo unspecified)	3%	8%	-8%	-4%	7%	1%	1%	7	-1%	-1%	0.3%
COCCCN1C(=O)C(=O)/C(=C(/O)c2ccc(C)cc2)C1c1ccccc1 (stereo unspecified)	-1%	-21%	2%	3%	10%	12%	-1%	7	-3%	-1%	-0.4%
Cc1ccc(C)n1-c1ccc(C(=O)/C=C/N(C)C)cc1	0%	-13%	-12%	?	?	-6%	-2%	6	12%	5%	-0.3%
O=C(N[C@@H](Cc1ccccc1)C(=O)O)c1c(F)c(F)c(F)c(F)c1F	-4%	21%	3%	3%	15%	0%	-4%	-2	-2%	0%	0.3%
NCCCCCNC(=O)c1nc[nH]c1C(=O)NCC(=O)OCc1ccccc1	nt	9%	-2%	-14%	1%	-5%	nt	-7	13%	1%	-1.2%
CN(c1ccccc1)S(=O)(=O)c1cccc(C(=O)NC2CCCC2)c1	nt	2%	-6%[46.1 µM]	?	-5%	-17%	-4%	-1	-3%	1%	-0.1%
CCCC[C@]12Cc3c(ccc4ccccc34)C(O1)C1=C(O2)C(=O)c2ccccc2C1=O	-5%[9.22 µM]	-11%[15.4 µM]	nt	nt	0%[9.22 µM]	nt	nt	nt	-1%[11.5 µM]	-6%[7.66 µM]	-0.9%[9.22 µM]
CCOc1cc(C(N)=O)cc(Cl)c1OCc1ccccc1	6%	-2%	-1%	-2%	1%	-2%	-1%	-21	-13%	-3%	-0.1%
COc1ccc2c(=O)c(C(=O)NCCc3ccc(OC)c(OC)c3)c[nH]c2c1	1%	0%	nt	?	0%	2%	-5%	-5	1%	-1%	-0.1%
Cc1cccc(NC(=O)CSc2nc3c(c(=O)[nH]2)CCCC3)c1C	-2%	-7%	4%	1%	-1%	8%	-4%	2	-5%	-1%	-0.1%
COc1ccccc1NS(=O)(=O)c1cc([N+](=O)[O-])ccc1N/N=C/c1c[nH]c2ccccc12	7%	-8%	-3%	?	29%	-1%	12%	?	-4%	-14%	-0.5%
COCCNC(=O)C(OC(=O)c1ccco1)c1ccccc1F (stereo unspecified)	0%	-2%	nt	3%	0%	6%	0%	-12	1%	2%	0.0%
CN1C(=O)CSc2ccc(NC(=O)N3CCOCC3)cc21	-2%	8%	6%	16%	-6%	-2%	1%	-5	0%	3%	-1.1%
CC1(c2ccccc2)NC(=O)N(CC(=O)NC(=O)NCc2ccco2)C1=O (stereo unspecified)	-1%	5%	3%	9%	2%	2%	-7%	28	1%	1%	0.1%
CC(OC(=O)c1ccccn1)C(=O)Nc1nc(-c2ccc(F)c(F)c2)cs1 (stereo unspecified)	nt	1%	0%	?	1%	2%	-5%	-9	-28%	2%	-0.6%
NS(=O)(=O)c1ccc(NC(=S)N2CCC(Cc3ccccc3)CC2)cc1	1%	14%	-3%	?	-4%	-7%	-10%	-5	-24%	-2%	0.0%
Cc1cc(=O)oc2cc(OC(C)C(=O)NCCc3ccc(S(N)(=O)=O)cc3)ccc12 (stereo unspecified)	-2%	-1%	0%	13%	7%	-2%	2%	-9	0%	2%	0.1%
O=[N+]([O-])c1ccc(COc2cccc3cccnc23)cc1	3%	3%	-9%	?	-1%	0%	-7%	3	-6%	2%	0.1%
CCOc1ccccc1C(=O)Nc1ccccc1-c1ccccc1	?	-2%	0%	-17%	-4%	-3%	-1%	-20	3%	2%	-0.7%
COC(=O)CSc1nnc(C2COc3ccccc3O2)n1-c1ccccc1 (stereo unspecified)	8%	5%	4%	-6%	?	-1%	-7%	-8	-3%	-1%	0.2%
CCN(C(=O)CN1C(=O)NC(CCSC)C1=O)C1CCS(=O)(=O)C1 (stereo unspecified)	0%	24%	-4%	-2%	?	?	1%	-4	-2%	0%	0.2%
COc1ccc(-c2ccc(-c3noc(C)n3)c(OC)n2)cc1	0%	-4%	nt	?	?	nt	-11%	-14	2%	-3%	0.0%
CCC(=O)Nc1cccc(C2=NOC3(C2)C[C@@H](C(N)=O)N(C(=O)c2ccccc2C(=O)c2ccccc2)C3)c1 (stereo partly specified)	22%	-3%	3%	0%	0%	12%	nt	-1	-5%	-4%	-0.1%
OC(COCCC12CC3CC(CC(C3)C1)C2)CN1CCCC1 (stereo unspecified)	4%	1%	4%	-3%	-24%	?	-5%	22	0%	1%	-0.5%
CCOc1cc(-c2nnn(CC(=O)N3CCCCC3)n2)ccc1OC	-1%	-15%	-5%	5%	0%	0%	-5%	-11	3%	-2%	0.3%
